TRb-SRC2 inh: inhibitors of human thyroid hormone receptor beta-SRC2 interaction; TRbeta-SRC2 peptide binding, fluorescence polarization; receptor liganded with 1 µM T3; Potency, µM (series often up to 106 µM), without a hit: top-dose activity change, negative = inhibition, actives largely listed as inhibitors; hit rate 0.065% among 280,000; active = well fitted inhibition curve with a large enough effect; inconclusive = small, poorly fitted or top-dose-only effect, or effect the other way;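 also: plate controls were bound peptide for no effect and peptide without receptor for full effect; nearly all actives have a fitted effect of over 50% in size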
Target sequence (P10828 whole entry, looked up): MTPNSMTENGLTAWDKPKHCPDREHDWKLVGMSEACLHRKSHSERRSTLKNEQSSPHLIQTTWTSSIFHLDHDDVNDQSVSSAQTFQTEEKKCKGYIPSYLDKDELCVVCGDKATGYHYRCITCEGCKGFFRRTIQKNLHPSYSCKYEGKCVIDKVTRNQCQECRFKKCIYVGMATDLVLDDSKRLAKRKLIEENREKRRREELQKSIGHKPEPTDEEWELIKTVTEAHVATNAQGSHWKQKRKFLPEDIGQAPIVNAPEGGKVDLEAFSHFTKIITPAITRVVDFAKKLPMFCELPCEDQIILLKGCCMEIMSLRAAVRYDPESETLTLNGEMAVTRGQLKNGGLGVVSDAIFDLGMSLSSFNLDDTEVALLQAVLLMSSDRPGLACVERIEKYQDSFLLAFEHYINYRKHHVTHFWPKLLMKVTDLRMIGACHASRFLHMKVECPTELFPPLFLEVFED
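Assay buffer: 20 mM Tris-HCl, 100 mM NaCl, 10% glycerol, 1 mM EDTA, 0.01% NP-40, 1 mM DTT, 1 uM T3, 5% DMSO; TRb LBD 0.6 uM, Texas Red SRC2 20 nM; FP after 5 hr.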
Lamin A splicing: modulators of lamin A splicing; HeLa LMNA splicing GFP/RFP minigene ratio, 48 h; Potency, µM (series often up to 46.1 µM), for the others: top-dose ratio change, negative = inhibition, hits mostly inhibitors; hit rate 0.01% among 200,000; AID 1487; active = well fitted inhibition curve with a large enough effect in the signal ratio, with a control signal flat, not every such curve was filed as active; inconclusive = small, poorly fitted or top-dose-only effect, or effect the other way, or a change in a side signal; the % refers to the signal ratio
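S3 HeLa stable clones carrying a lamin A-EGFP splicing minigene plus DsRed2 were seeded at 600 cells/well in Opti-MEM with 2% FBS, pin-dosed and incubated 48 h at 37°C. Acumen cytometry (488 nm) gave the GFP/RFP total-intensity ratio.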
TexasRed fluor: counter-screen for TRb-SRC2 inhibitors: fluorescence interference; TRb/SRC2 Texas Red total fluorescence interference; Potency, µM (series often up to 106 µM), inactives show at the top dose fluorescence change, negative = quenching; hit rate 0.29% among 280,000; active = well fitted curve in either direction with a large enough effect; inconclusive = small, poorly fitted or top-dose-only effect
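Flags fluorescent or light-absorbing compounds by total fluorescence, S + 2P, at 555 nm excitation and 632 nm emission. Mixture: 20 nM Texas Red SRC2 peptide, 0.6 uM human TRb LBD, 1 uM T3, 5% DMSO; compound exposure 5 h at ambient temperature.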
Starred values were filed as active, the others as inactive; ? = inconclusive; [ ] = dose if it differs, or a comment. Unless noted, % is scaled to controls: 0 for no effect and ±100 for the full control effect; potency is read from the fitted curve at half-maximal effect. These rows are one share of the data; count on the stated rates, not on these rows.

SMILES	TRb-SRC2 inh	Lamin A splicing	TexasRed fluor
Cc1ccc(S(=O)(=O)N2CCCc3cc(NS(=O)(=O)c4cccc(Cl)c4)ccc32)cc1	7.1%	?	-1.1%
CC(=O)N1CCCc2cc(S(=O)(=O)N(C)CC(=O)Nc3ccc(F)c(Cl)c3)ccc21	3.1%	-11.8%[46 µM]	?
O=C(NCC(c1ccc(Cl)cc1)N1CCOCC1)c1ccccc1F (stereo unspecified)	0.6%	?	10.2%
CCN1CCN(Cc2c(O)ccc3c(C)c(-c4ccc(OC)cc4)c(=O)oc23)CC1	2.5%	?	-3.4%
CCc1ccccc1N(CC)C(=O)c1c(C)oc2ncnc(N3CCOCC3)c12	-0.6%	-6.1%[46 µM]	-0.7%
CCC(C)NC(=O)CN1C(=O)c2cccnc2Sc2ccccc21 (stereo unspecified)	-0.7%	-11.7%[46 µM]	3.8%
CCc1cccc(NC(=O)c2sc3nc[nH]c(=O)c3c2C)c1	-5.1%	2.2%[46 µM]	-3.6%
Cc1c(-c2cccc(NC(=O)c3ccc(F)c(F)c3)c2)nc2ncccn12	-3.2%	-5.3%[46 µM]	-4.5%
Cn1c(=O)c2c(SCC(=O)NCc3ccco3)nc(-c3ccccc3Cl)nc2n(C)c1=O	-7.0%	-5.4%[46 µM]	-0.3%
CNC(=O)C1CCC(Cn2c(=O)c3sccc3n(CC(=O)Nc3cc(C)cc(C)c3)c2=O)CC1 (stereo unspecified)	0.6%	-0.6%[46 µM]	-0.5%
CCOc1ccc(CCNC(=O)C(CC(C)C)N2Cc3ccccc3C2=O)cc1OCC (stereo unspecified)	-3.0%	2.9%[46 µM]	5.6%
Cc1ccc(-c2nc(CNC(=O)Nc3ccccc3)c(C)o2)cc1	6.9%	25.3%[46 µM]	-1.3%
Cc1nn(C(=O)c2ccccc2)c(C)c1S(=O)(=O)N1CCOCC1	4.3%	?	-3.0%
COc1cn(CC(=O)Nc2ccc(F)cc2)c(CN2CCCCC2)cc1=O	-1.1%	11.6%[46 µM]	-0.9%
O=C(NC1CCCCC1)c1ccc(CSc2nc3cccnc3n2Cc2ccccc2)cc1	1.3%	?	2.5%
Cc1ccc(S(=O)(=O)c2cn(Cc3ccccc3)c3cc(N4CCOCC4)c(F)cc3c2=O)cc1	1.9%	?	-8.1%
CCc1ccc(NC(=O)c2ccc(F)c(S(=O)(=O)N3CCC(C)CC3)c2)cc1	-2.5%	-6.4%[46 µM]	1.5%
CCc1ccccc1NC(=O)CSc1ncc(S(=O)(=O)c2ccc(C(C)C)cc2)c(N)n1	-0.6%	9.5%[46 µM]	-4.1%
COc1cccc(CNC(=O)c2nnn(CC(=O)Nc3cc(Cl)ccc3C)c2N)c1	-1.3%	1.2%[46 µM]	-1.2%
Cc1ccccc1NS(=O)(=O)c1ccc2c(c1)NC(=O)CCS2	1.6%	?	-3.9%
CCOC(=O)c1ccccc1NC(=O)Cn1ccn2nc(-c3ccc(OCC)cc3)cc2c1=O	-4.9%	2.1%[46 µM]	-2.5%
CCOC(=O)C1CCN(C(c2cccc(F)c2)c2c(O)cc(C)n(Cc3ccco3)c2=O)CC1 (stereo unspecified)	1.0%	?	-0.3%
O=C(NCc1ccccc1Cl)C(=O)NCC(c1cccs1)S(=O)(=O)c1cccs1 (stereo unspecified)	-3.9%	-0.1%[46 µM]	1.0%
CC(C)(C)C(=O)Nc1ccc2nc(SCC(=O)N3CCc4ccccc43)sc2c1	5.5%	-8.7%[46 µM]	-3.9%
COCCCn1c(SCC(=O)Nc2ccccc2OC)nc2c(sc3ccccc32)c1=O	-5.8%	3.4%[46 µM]	-0.5%
CC(C)CNC(=O)C(=O)Nc1c2c(nn1-c1ccccc1)CS(=O)(=O)C2	-6.3%	-12.5%[46 µM]	0.3%
CCOc1ccc(C(=O)NCC(c2ccc3c(c2)OCO3)N2CCN(c3ccccc3F)CC2)cc1 (stereo unspecified)	5.4%	-13.2%[46 µM]	-0.2%
Cc1cc(C)cc(C(=O)n2nc(C)c(S(=O)(=O)N3CCOCC3)c2C)c1	0.3%	-11.5%[46 µM]	-1.7%
O=C(OCc1cc(=O)n2c3c(sc2n1)CCCC3)c1cccc(NC(=O)c2ccccc2F)c1	4.8%	-7.4%[46 µM]	-1.7%
COc1ccc(NC(=O)C2CCN(S(=O)(=O)c3ccc4c(c3)CCCC(=O)N4)CC2)cc1Cl	-3.9%	-11.6%[46 µM]	0.9%
Cc1cc(C)cc(-n2c(SCC(=O)Nc3ccc4c(c3)OCCO4)nc3c([nH]c4ccccc43)c2=O)c1	8.1%	10.3%[46 µM]	-0.2%
O=C(Cn1cc(S(=O)(=O)Cc2ccccc2Cl)c2ccccc21)NCc1ccccc1Cl	-1.0%	15.1%[46 µM]	?
CCN(CC)CCCNC(=O)c1ccc2c(c1)sc1nc(-c3ccc(C)cc3)cn12	-1.5%	?	-6.4%
CCOc1cccc2sc(NC(=O)CS(=O)(=O)c3ccc(C)cc3)nc12	-3.1%	-0.2%[46 µM]	-0.1%
Cc1cccc(-n2ccnc2SCC(=O)Nc2ccc(F)cc2F)c1C	5.1%	-8.2%[46 µM]	-7.6%
O=C(C1CCC(Cn2c(=O)c3sccc3n(Cc3ccccc3)c2=O)CC1)N1CCCCC1 (stereo unspecified)	5.3%	?	1.2%
Cc1cc(O)c(C(c2ccccc2)N2CCN(C)CC2)c(=O)n1Cc1ccco1 (stereo unspecified)	2.4%	-8.9%[46 µM]	-0.5%
CCOC(=O)c1ccc(CN(Cc2ccc(F)cc2)S(=O)(=O)c2ccc(F)c(C(=O)Nc3ccccc3C(F)(F)F)c2)cc1	3.4%	-0.4%[46 µM]	-3.1%
Cc1cc(C)c2c(c1)c(C)cc1nnc(SCC(=O)c3ccccc3)n12	1.2%	?	8.4%
Cc1cccc(N2CCN(S(=O)(=O)c3nnc(NC(=O)c4ccc(Cl)cc4)s3)CC2)c1	-2.0%	3.0%[46 µM]	-2.5%
COc1ccc(-c2cccc(NS(=O)(=O)c3cc(C)c(Cl)cc3C)c2)nn1	-4.0%	?	?
Cc1cc(F)ccc1NC(=O)CN1C(=O)CCc2cc(S(=O)(=O)N3CCOCC3)ccc21	3.5%	-2.4%[46 µM]	-0.1%
CCCCc1ccc(NC(=O)c2cc3c(=O)n4ccccc4nc3n2C)cc1	-1.0%	16.2%[46 µM]	5.4%
CCn1ccc2cc(S(=O)(=O)N3CCC(C(=O)NCc4cccc(C)c4)CC3)ccc21	5.4%	9.4%[46 µM]	-8.0%
Cc1ccc(NC(=O)Nc2nnc(SCC(=O)N(C(C)C)C(C)C)s2)cc1	5.5%	?	1.7%
CC(C)C(=O)NCC(c1ccc2c(c1)OCO2)N1CCN(c2ccccc2F)CC1 (stereo unspecified)	6.5%	-0.5%[46 µM]	-28.4%
O=C(Nc1cccc(C(=O)OCc2cc(=O)n3c4c(sc3n2)CCCC4)c1)c1ccccc1	5.9%	-21.2%[46 µM]	-3.0%
COc1ccc(NC(=O)COCc2cc(-c3cccs3)on2)cc1	0.4%	?	?
COc1ccccc1CCNC(=O)C1(c2cccs2)CCOCC1	-4.3%	-15.6%[46 µM]	-0.9%
CCOC(=O)C1CCN(C(=O)C2CCN(S(=O)(=O)c3c(C)noc3/C=C/c3ccc(C)cc3)CC2)CC1	-7.7%	-2.9%[46 µM]	-2.2%
CCOc1ccccc1NC(=O)CSc1ncc(S(=O)(=O)c2ccc(C)c(C)c2)c(N)n1	11.3%	-14.0%[46 µM]	6.5%
CC(=O)c1ccc(NC(=O)CSc2nnc(NC(=O)NC3CCCCC3)s2)cc1	1.2%	-14.3%[46 µM]	1.2%
Cc1c(Cl)ccc2sc(N3CCN(C(=O)C(C)C)CC3)nc12	-11.5%	-7.4%[46 µM]	0.6%
Cc1ccc(NC(=O)CSc2ncn[nH]2)cc1C	-0.5%	-19.8%[46 µM]	-2.7%
COc1ccc(-c2nc3scc(CCNS(=O)(=O)c4cccs4)n3n2)cc1	-2.8%	-3.7%[46 µM]	0.6%
Cc1cccc(CNC(=O)C2CCCN(S(=O)(=O)c3cn(C)cn3)C2)c1 (stereo unspecified)	1.2%	16.9%[46 µM]	-0.4%
CC(=O)Nc1ccc(NC(=O)c2csnn2)cc1	-0.9%	?	5.1%
COc1ccc(-n2ncc(C(=O)N3CCc4ccccc4C3)c2C2CCN(C(=O)OC(C)(C)C)CC2)cc1	1.1%	-1.0%[46 µM]	-4.8%
CCN(CC)CCN(C(=O)c1ccco1)c1nc2ccc(F)cc2s1	-1.0%	?	-3.0%
CCN(CC)S(=O)(=O)c1ccc2c(c1)nc(CN(C)C(=O)Nc1ccc(F)cc1)n2C	6.4%	10.3%[46 µM]	-0.2%

Remaining list, next part.
SMILES	TRb-SRC2 inh	Lamin A splicing	TexasRed fluor
CCOc1ccc(CNC(=O)CN2N=C(c3ccccc3)CCC2=O)cc1OC	-4.3%	?	0.2%
COc1cc2c(cc1OC)C(COc1cccc(C(F)(F)F)c1)N(C(=O)c1ccc(S(=O)(=O)N3CCCC3)cc1)CC2 (stereo unspecified)	8.4%	-15.3%[46 µM]	-0.9%
CCOc1ccccc1NC(=O)c1nc2nc(C)cc(C(F)F)n2n1	7.8%	3.1%[46 µM]	-1.1%
COc1ccc(Cl)cc1NC(=O)N1CCN(Cc2cc(=O)n3nc(-c4ccccc4)sc3n2)CC1	0.4%	3.7%[46 µM]	-0.8%
COc1ccc(N2CCN(c3nc4ccccc4n4c(C)nnc34)CC2)cc1	-6.3%	5.9%[46 µM]	-0.3%
Cc1csc2nc(COC(=O)CNC(=O)c3ccccc3Cl)cc(=O)n12	-2.0%	-1.8%[46 µM]	-1.3%
CCOc1ccccc1NC(=O)C1CCN(S(=O)(=O)c2ccc3[nH]c(=O)ccc3c2)CC1	-1.7%	-17.7%[46 µM]	-27.5%
Cc1ccc(CNC(=O)c2cc3c(=O)n(Cc4ccco4)ccc3nc2C)cc1	5.3%	?	-18.8%
N#Cc1cccc(NC(=O)C2CCN(c3nc(-c4ccc(Cl)cc4)no3)CC2)c1	-5.2%	18.9%[46 µM]	0.2%
CCOc1ccc(C(=O)Nc2cccc(C(=O)OCc3cc(=O)n4nc(C5CC5)sc4n3)c2)cc1	6.2%	?	0.7%
CCCN(CCC)CCNC(=O)c1cc(Sc2ccc(Cl)cc2)nc2ccccc12	4.5%	-15.5%[46 µM]	-0.4%

An excerpt from above in order of length of the SMILES, ascending.
SMILES	TRb-SRC2 inh	Lamin A splicing	TexasRed fluor
CC(=O)Nc1ccc(NC(=O)c2csnn2)cc1	-0.9%	?	5.1%
CCN(CC)CCN(C(=O)c1ccco1)c1nc2ccc(F)cc2s1	-1.0%	?	-3.0%
COc1ccc(N2CCN(c3nc4ccccc4n4c(C)nnc34)CC2)cc1	-6.3%	5.9%[46 µM]	-0.3%
CCCN(CCC)CCNC(=O)c1cc(Sc2ccc(Cl)cc2)nc2ccccc12	4.5%	-15.5%[46 µM]	-0.4%
Cc1ccc(CNC(=O)c2cc3c(=O)n(Cc4ccco4)ccc3nc2C)cc1	5.3%	?	-18.8%
N#Cc1cccc(NC(=O)C2CCN(c3nc(-c4ccc(Cl)cc4)no3)CC2)c1	-5.2%	18.9%[46 µM]	0.2%
CCN(CC)S(=O)(=O)c1ccc2c(c1)nc(CN(C)C(=O)Nc1ccc(F)cc1)n2C	6.4%	10.3%[46 µM]	-0.2%
CCOc1ccccc1NC(=O)C1CCN(S(=O)(=O)c2ccc3[nH]c(=O)ccc3c2)CC1	-1.7%	-17.7%[46 µM]	-27.5%
COc1ccc(Cl)cc1NC(=O)N1CCN(Cc2cc(=O)n3nc(-c4ccccc4)sc3n2)CC1	0.4%	3.7%[46 µM]	-0.8%
CCOc1ccc(C(=O)Nc2cccc(C(=O)OCc3cc(=O)n4nc(C5CC5)sc4n3)c2)cc1	6.2%	?	0.7%
COc1ccc(-n2ncc(C(=O)N3CCc4ccccc4C3)c2C2CCN(C(=O)OC(C)(C)C)CC2)cc1	1.1%	-1.0%[46 µM]	-4.8%
COc1cc2c(cc1OC)C(COc1cccc(C(F)(F)F)c1)N(C(=O)c1ccc(S(=O)(=O)N3CCCC3)cc1)CC2 (stereo unspecified)	8.4%	-15.3%[46 µM]	-0.9%

From PubChem BioAssay
